SRC3 inh = inhibits human SRC3 coactivator; AID 588352; Q9Y6Q9; HEK293 GAL4-SRC3 luciferase reporter, luminescence; inhibition, % at 3.6 µM; 0.17% of 360,000 active;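 active = inhibition above a per-campaign cutoff, the mean of all compounds plus 3 SD, cut at about 60% in these data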;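 note: 0% = DMSO-treated cells and 100% = gossypol-treated cells at 36 µM; higher means less SRC3-driven luciferase light from the GAL4 reporter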
Target sequence (Q9Y6Q9 whole entry, looked up, the tested form may be a part): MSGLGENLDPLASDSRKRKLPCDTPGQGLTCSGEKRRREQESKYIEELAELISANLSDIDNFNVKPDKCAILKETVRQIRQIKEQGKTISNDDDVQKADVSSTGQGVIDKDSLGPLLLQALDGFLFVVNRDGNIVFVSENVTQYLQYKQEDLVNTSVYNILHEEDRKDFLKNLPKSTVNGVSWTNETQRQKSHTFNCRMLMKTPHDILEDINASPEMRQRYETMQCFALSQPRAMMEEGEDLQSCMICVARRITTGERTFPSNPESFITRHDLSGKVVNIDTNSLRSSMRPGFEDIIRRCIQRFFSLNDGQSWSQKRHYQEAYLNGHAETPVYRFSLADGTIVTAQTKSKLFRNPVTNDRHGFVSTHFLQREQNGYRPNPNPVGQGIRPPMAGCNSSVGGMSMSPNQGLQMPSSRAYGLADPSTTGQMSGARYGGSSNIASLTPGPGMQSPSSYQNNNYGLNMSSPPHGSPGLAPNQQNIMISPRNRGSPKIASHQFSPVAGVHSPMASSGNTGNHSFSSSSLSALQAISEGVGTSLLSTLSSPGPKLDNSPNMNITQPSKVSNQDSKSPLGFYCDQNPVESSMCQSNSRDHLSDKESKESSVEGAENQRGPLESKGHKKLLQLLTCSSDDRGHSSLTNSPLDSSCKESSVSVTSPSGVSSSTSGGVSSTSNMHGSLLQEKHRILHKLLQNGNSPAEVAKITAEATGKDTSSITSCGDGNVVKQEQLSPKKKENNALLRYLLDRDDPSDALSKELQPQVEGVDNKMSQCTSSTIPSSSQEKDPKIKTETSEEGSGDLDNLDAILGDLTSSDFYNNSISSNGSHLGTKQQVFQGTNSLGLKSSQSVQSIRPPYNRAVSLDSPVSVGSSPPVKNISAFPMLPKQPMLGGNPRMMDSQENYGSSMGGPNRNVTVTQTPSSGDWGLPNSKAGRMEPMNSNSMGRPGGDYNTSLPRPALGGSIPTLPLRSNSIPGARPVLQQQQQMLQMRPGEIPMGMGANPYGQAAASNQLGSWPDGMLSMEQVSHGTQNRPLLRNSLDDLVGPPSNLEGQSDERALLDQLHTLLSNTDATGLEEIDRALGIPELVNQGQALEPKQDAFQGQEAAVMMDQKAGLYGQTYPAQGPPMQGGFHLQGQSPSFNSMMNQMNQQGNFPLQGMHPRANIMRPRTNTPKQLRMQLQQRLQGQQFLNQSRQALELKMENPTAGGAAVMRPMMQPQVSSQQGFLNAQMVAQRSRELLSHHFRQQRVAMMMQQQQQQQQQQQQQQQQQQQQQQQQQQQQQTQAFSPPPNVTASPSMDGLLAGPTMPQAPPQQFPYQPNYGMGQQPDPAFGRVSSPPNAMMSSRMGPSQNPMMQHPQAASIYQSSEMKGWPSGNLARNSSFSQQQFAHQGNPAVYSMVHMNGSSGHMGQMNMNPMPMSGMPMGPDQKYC
ABHD5-PLIN5 inh = inhibitors of human ABHD5-perilipin-5 interaction; Q00G26+Q8WTS1; Split G. princeps luciferase complementation, luminescence, 4 h; inhibition, % at 4 µM; 0.78% of 360,000 active;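 active = inhibition above the mean inhibition across every tested compound plus 3 SD, cut at about 22% in these data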;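 note: 0% = DMSO only wells and the 100% control is not disclosed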
NOD2-RIPK2 inh = blocks binding of human NOD2 to RIPK2. 0.38% of 360,000 active. CHO BLA complementation NOD2-RIPK2, CCF4 ratio. AID 624267. inhibition, % at 4.98 µM; in the data active = inhibition above about 21%;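 note: 0% = vehicle only and 100% = reference blocker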
TWEAK Fn14 block = TWEAK-Fn14 signaling inhibition | 2% of 360,000 active | inhibition, % at 10 µM | TWEAK-stimulated Fn14 reporter cells, luciferase luminescence, 8 h; in the data active = inhibition above about 50%
NR2F2 inh = blocks human COUP-TFII nuclear receptor | 0.7% of 370,000 active | P24468 | inhibition, % at 8.6 µM | HEK293T NGFI-A luciferase reporter, luminescence | AID 686940;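 active = inhibition above a per-plate cutoff, mean inhibition of test wells between control levels plus 3 SD, cut at about 38% in these data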;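 note: cells cotransfected with COUP-TFII expression vector driving the NGFI-A reporter; 0% = median of COUP-TF2 test wells and 100% = reporter-only cells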
LRH-1 inv ag = NR5A2 inverse agonism in reporter assay | O00482 | HEK293T StAR-luciferase reporter, LRH-1 transfected, 24 h | inhibition, % at 3.6 µM | 0.13% of 360,000 active;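 active = inhibition above the mean inhibition of all tested compounds plus 3 SD, cut at about 73% in these data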;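 note: 0% = DMSO wells and 100% = reporter-only cells lacking LRH-1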
Granule exo inh = blocks lytic granule exocytosis. TALL-104 LAMP-1 surface exposure, flow cytometry; cells stimulated with thapsigargin and PMA. 0.66% of 360,000 active. inhibition, % at 10 µM;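 active = inhibition above about 55%, limit read from the data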
NCOA1 inh = inhibits human SRC1 coactivator | HEK293 GAL4-SRC1 luciferase reporter, luminescence | Q15788 | AID 588354 | inhibition, % at 3.6 µM | 0.12% of 360,000 active;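 active = inhibition above the campaign mean plus 3 SD, with each screening campaign given its own cutoff, cut at about 60% in these data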;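 note: 0% = DMSO treated cells and 100% = gossypol at 36 µM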
NCOA2 inhibitor = inhibits human steroid receptor coactivator 2; HEK293 GAL4-SRC2 luciferase reporter, luminescence; Q15596; 0.17% of 370,000 active; inhibition, % at 9 µM;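 active = inhibition above the mean inhibition of all tested compounds plus 3 SD, set per campaign, cut at about 52% in these data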;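 note: 0% = DMSO treated cells and 100% = cells given Gossypol at 36 µM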
TROY NFkB inh = inhibitors of TROY-dependent NF-kB signaling | Q293 LMP1-TROYcd NF-kB luciferase reporter, 4 h | 0.98% of 360,000 active | inhibition, % at 10 µM;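 active = compounds whose plate-normalised and pattern-corrected inhibition of the luciferase reporter signal at the single screening dose is 50% or more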
TLR9-MyD88 inh = blocks human TLR9 binding to MyD88. CHO BLA complementation TLR9-MyD88, CCF4 FRET ratio. inhibition, % at 4.98 µM. 0.21% of 340,000 active. AID 504734;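 active = inhibition above the mean over all tested compounds plus 3 SD, cut at about 21% in these data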;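 note: 0% = DMSO only wells and 100% = clavulanate BLA inhibitor control wells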
Active calls of the source: *; . = no result given. This is a subset, so the mix of outcomes need not match the whole.

no.	molecule	SRC3 inh	ABHD5-PLIN5 inh	NOD2-RIPK2 inh	TWEAK Fn14 block	NR2F2 inh	LRH-1 inv ag	Granule exo inh	NCOA1 inh	NCOA2 inhibitor	TROY NFkB inh	TLR9-MyD88 inh
1	Cc1ccc(CN2C(=O)COc3cc(NS(C)(=O)=O)ccc32)cc1	-9	6	-4	8	6	4	-1	2	-7	-2	6
2	O=C(OCC(=O)N1CCCC1=O)c1cc2ccccc2o1	8	-1	-2	8	17	17	-2	1	-18	-6	14
3	Cc1ccc(S(=O)(=O)N2CN(CC3CCCO3)c3nc4ccccc4nc32)c(C)c1 (stereo unspecified)	-5	1	-14	7	11	2	-1	1	-5	5	-17
4	O=C(CN1C(=O)/C(=C/c2ccccc2)SC1=S)NC1CCS(=O)(=O)C1 (stereo unspecified)	18	-3	-18	7	9	-3	-1	0	-10	-4	21*
5	Nc1nc(Oc2ccc(F)cc2)c(Br)c(=O)[nH]1	4	11	4	36	-20	7	25	20	3	-9	-2
6	Cc1c(C(=O)NCCCc2ccccc2)cccc1[N+](=O)[O-]	18	0	-12	-2	4	10	-5	10	13	-18	-2
7	Cc1ccc(C)c2[nH]c(=O)c(CN(CC3CCCO3)C(=S)NCc3ccco3)cc12 (stereo unspecified)	4	7	-9	42	17	5	18	-5	0	16	1
8	Cc1ccc(Cc2c(-c3cccc(Br)c3)nc3ccc(Cl)cn23)cc1	-29	-11	-1	-2	-5	-27	0	-41	7	-30	.
9	COC(=O)c1ccc(NC(=S)NCCc2ccc(OC)cc2)cc1	14	-1	-1	8	-10	17	5	5	19	4	10
10	O=C(NNC(=S)Nc1ccc(F)c(Cl)c1)C1CC1	9	2	-4	-10	7	-13	-1	11	12	-16	-9
11	O=C(Cc1ccc(Cl)cc1)Nc1ccc(N2CCCC2)cc1	-17	2	-4	-14	-23	-7	3	-17	-19	-32	-1
12	O=C(CCc1ccccc1)Nc1ccnn1C1CCN(Cc2ccc(OCCO)cc2)CC1	7	-2	0	-3	-18	-4	-4	-8	6	8	-4
13	CC1CCC(NC(=O)CN(C)S(=O)(=O)c2cnc[nH]2)CC1 (stereo unspecified)	9	4	-10	-5	-10	3	6	-8	-22	2	-3
14	CCOc1ccc(-n2c(N)c(C(=O)NCc3ccco3)sc2=S)cc1	-22	3	0	5	9	-17	2	-3	-14	-9	6
15	CC(=O)N1CCN(C(=O)CSc2ncnc3sc(C)c(C)c23)CC1	1	2	5	5	-3	12	10	-6	-2	-4	-8
16	CCc1ccc(CN(C)C(=O)CCc2nnc(-c3ccc(-c4ccccc4)cc3)o2)nc1	5	9	7	35	29	-16	-2	-7	29	20	3
17	CCOC(=O)C1(CCOc2ccccc2)CCN(Cc2ccc(C)o2)CC1	8	-4	-3	-3	3	0	0	-1	4	6	11
18	COc1ccc2ccc(Oc3ncccn3)cc2c1	-18	-2	-12	-13	-11	-37	0	-33	-25	-22	-9
19	CC1(C)C2C(Cl)(Cl)C2(C)c2ccccc2N1C=O (stereo unspecified)	7	-5	-8	0	28	2	6	-34	2	0	.
20	O=C(Cn1c(NCCCO)nc2ccccc21)c1ccc(Cl)cc1	14	13	-6	14	12	17	10	-1	-28	-38	-4

A different layout for some results above.
[15] CC(=O)N1CCN(C(=O)CSc2ncnc3sc(C)c(C)c23)CC1
  SRC3 inh = 1; ABHD5-PLIN5 inh = 2; NOD2-RIPK2 inh = 5; TWEAK Fn14 block = 5; NR2F2 inh = -3; LRH-1 inv ag = 12; Granule exo inh = 10; NCOA1 inh = -6; NCOA2 inhibitor = -2; TROY NFkB inh = -4; TLR9-MyD88 inh = -8
[16] CCc1ccc(CN(C)C(=O)CCc2nnc(-c3ccc(-c4ccccc4)cc3)o2)nc1
  SRC3 inh = 5; ABHD5-PLIN5 inh = 9; NOD2-RIPK2 inh = 7; TWEAK Fn14 block = 35; NR2F2 inh = 29; LRH-1 inv ag = -16; Granule exo inh = -2; NCOA1 inh = -7; NCOA2 inhibitor = 29; TROY NFkB inh = 20; TLR9-MyD88 inh = 3
[19] CC1(C)C2C(Cl)(Cl)C2(C)c2ccccc2N1C=O (stereo unspecified)
  SRC3 inh = 7; ABHD5-PLIN5 inh = -5; NOD2-RIPK2 inh = -8; TWEAK Fn14 block = 0; NR2F2 inh = 28; LRH-1 inv ag = 2; Granule exo inh = 6; NCOA1 inh = -34; NCOA2 inhibitor = 2; TROY NFkB inh = 0; TLR9-MyD88 inh = .
[20] O=C(Cn1c(NCCCO)nc2ccccc21)c1ccc(Cl)cc1
  SRC3 inh = 14; ABHD5-PLIN5 inh = 13; NOD2-RIPK2 inh = -6; TWEAK Fn14 block = 14; NR2F2 inh = 12; LRH-1 inv ag = 17; Granule exo inh = 10; NCOA1 inh = -1; NCOA2 inhibitor = -28; TROY NFkB inh = -38; TLR9-MyD88 inh = -4

Next part
no.	molecule	SRC3 inh	ABHD5-PLIN5 inh	NOD2-RIPK2 inh	TWEAK Fn14 block	NR2F2 inh	LRH-1 inv ag	Granule exo inh	NCOA1 inh	NCOA2 inhibitor	TROY NFkB inh	TLR9-MyD88 inh
21	O=[N+]([O-])c1ccc(Cl)c(S(=O)(=O)NCCc2ccccn2)c1	-13	4	-4	4	-17	-8	1	-2	-4	-9	-5
22	O=C(O)c1ccc(NC(=O)c2cccs2)cc1	-2	3	4	-13	12	-5	-1	0	16	7	9
23	O=C(Nc1nnc(-c2cccs2)o1)C1CC1	-11	2	5	-2	-5	10	8	-4	-16	-12	12
24	COC(=O)CN1C2=NCCCN2c2ccccc21	-24	-2	-6	6	-2	0	2	-3	-28	3	15
25	O=C(Nc1cccc(S(=O)(=O)N2CCOCC2)c1)C12CC3CC(CC(C3)C1)C2	7	-3	-14	31	9	-24	-2	-3	-26	-2	-2
26	COC(=O)c1nn(-c2ccc(C)cc2)c2nnc(Cc3ccccc3)c(=O)n12	1	0	1	17	-5	13	0	-7	-40	2	12
27	CCc1ccc(-c2nc(-c3ccncc3)no2)cc1	-59	5	-5	76*	-40	-165	1	-108	-45	34	-8
28	O=c1[nH]n(-c2ccccc2)c(=O)c(Cl)c1Cl	-11	5	-6	20	.	6	-3	-8	.	0	-11
29	Cc1ccc(OCCN2CCCCCC2)c(C)c1	-1	5	-17	-6	1	-6	-5	6	20	6	-5
30	COc1cc(NC(=O)Cn2ccsc2=N)cc(OC)c1	-3	0	-4	-5	8	8	-2	1	8	14	4
31	c1ccc(Cn2c(NCc3ccncc3)nc3ccccc32)cc1	8	2	7	-1	5	5	4	-13	-7	7	0
32	Cc1c(NC(=O)c2cccs2)c(=O)n(-c2ccccc2)n1C	10	2	4	15	10	12	-1	-10	24	13	9
33	O=C(NC(=S)Nc1ccc(NC(=O)c2cccs2)cc1)c1cc2ccccc2o1	-7	15	-8	-22	-11	7	0	16	21	-25	8
34	CC(=O)c1ccc(N2CCN(S(=O)(=O)c3ccc4c(c3)CC(C)N4C(C)=O)CC2)cc1 (stereo unspecified)	19	-5	-19	33	59*	41	6	13	5	31	-2
35	Cc1ccnc2nc(C(=O)OCC(=O)NCCc3ccccc3)nn12	-10	11	-16	13	0	-8	-5	-3	1	-19	7
36	CCOC(=O)COc1ccc(S(=O)(=O)N2CCN(C(=O)OCC)CC2)cc1	5	-5	-6	8	-7	-5	-1	15	-7	-5	-3
37	Cc1[nH]c2ccc(C(=O)NCCN3CCCCCC3)cc2c1C	-9	-2	-3	1	-15	-8	16	-6	-3	-3	1
38	O=C(O)CCCNS(=O)(=O)c1ccc2c(c1)OCCCO2	3	-6	-12	6	-16	-15	-2	4	-21	-7	1
39	Cc1nn(-c2ccccc2)c(Cl)c1/C=C1/C(=N)N2N=C(C(C)C)SC2=NC1=O	12	-6	3	39	-23	-10	-4	-11	20	8	-2
40	CN(C)c1ccc(C(=O)N2CCCC2)cc1	7	6	-7	-11	-7	18	0	-11	-74	-6	-5
41	COc1ccc(N2C(=O)CC(Sc3n[nH]c(-c4cccc(C)c4)n3)C2=O)cc1 (stereo unspecified)	-1	2	-5	-4	4	-19	95*	-14	-1	-7	.
42	COc1ccc([C@@H]2C[C@H]3CN(c4ccccc4)C(=O)[C@]34CCCN24)c(OC)c1OC	8	0	-8	-10	-6	-7	-5	12	9	7	0
43	CCc1ccc(NC(=O)CN2CCN(c3ccc(OC)cc3)CC2)cc1	-3	-5	-7	-11	4	-8	-3	-3	-12	-8	9
44	COc1cccc(-n2cn[nH]c2=S)c1	2	0	-12	-11	-12	-13	-2	8	-10	27	6
45	Cn1cc(CC(=O)NCc2ccc(F)cc2)c2ccccc21	-13	4	0	2	-13	-19	3	-8	-18	-30	-17
46	CCS(=O)(=O)c1nc(S(=O)(=O)c2ccc(Cl)cc2)c(NCc2ccco2)s1	-3	-4	0	-1	-1	13	3	0	3	-4	-8
47	Cc1nn(CC(=O)Nc2ccccn2)c(C)c1[N+](=O)[O-]	-53	73*	-9	-10	3	-8	-1	-3	11	7	-10
48	CSc1nc(C)c2c(n1)N(c1cccc(C)c1)CC2	6	-7	-4	9	-20	-9	6	9	7	-1	-2
49	CSc1nnc(-c2ccc(O)cc2)n1C	3	-1	-4	0	14	21	-5	5	9	0	-1

Copied from the list.
cpd 45 in LRH-1 inv ag: -19
cpd 44 in Granule exo inh: -2
cpd 41 in LRH-1 inv ag: -19
cpd 47 in ABHD5-PLIN5 inh: 73*
cpd 42 in LRH-1 inv ag: -7
cpd 48 in NR2F2 inh: -20
cpd 49 in NCOA1 inh: 5

Arranged by value in NOD2-RIPK2 inh (highest first): 3 of the compounds above
No.	canonical_smiles	SRC3 inh	ABHD5-PLIN5 inh	NOD2-RIPK2 inh	TWEAK Fn14 block	NR2F2 inh	LRH-1 inv ag	Granule exo inh	NCOA1 inh	NCOA2 inhibitor	TLR9-MyD88 inh
36	CCOC(=O)COc1ccc(S(=O)(=O)N2CCN(C(=O)OCC)CC2)cc1	5	-5	-6	8	-7	-5	-1	15	-7	-3
18	COc1ccc2ccc(Oc3ncccn3)cc2c1	-18	-2	-12	-13	-11	-37	0	-33	-25	-9
25	O=C(Nc1cccc(S(=O)(=O)N2CCOCC2)c1)C12CC3CC(CC(C3)C1)C2	7	-3	-14	31	9	-24	-2	-3	-26	-2

Screens (PubChem)
